Source: PubChem BioAssay
HPDE-C7K KRASV12: viability loss of HPDE-C7K cells – cell-based, fluorescence, HTS, primary screen (AID 431). hit rate 1.7% among 63,000. cytotoxicity, % at 10 µM; hits with a dose series show EC50 in µM. HPDE-C7K KRASV12 cells, Alamar Blue viability, 48 h; higher % means a stronger effect;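 active = compounds whose percent cytotoxicity in the single-dose primary screen, scaled between solvent and toxic-drug controls, exceeds 50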;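 also: 0% = DMSO solvent wells and 100% = doxorubicin-treated wells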
Spn MK inh: blocks S. pneumoniae mevalonate kinase | purified MK, PK/LDH-coupled NADH absorbance 340 nm | inhibition, % at 10 µM | hit rate 0.48% among 65,000;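 active = ranked among the strongest by inhibition in the single 10 µM screen, a fixed top-ranked set picked for dose follow-up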; also: no value below 0 was filed
DPM-DC inhibit: inhibitors of Streptococcus pneumoniae diphosphomevalonate decarboxylase. purified DPM-DC, PK/LDH coupled NADH fluorescence. calls only at 10 µM. hit rate 0.49% among 65,000. AID 556;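 active = the 320 compounds with the highest percent inhibition in the single-dose primary screen, excluding strongly autofluorescent ones, cut at about 32% in these data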;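 also: kinetic rate of NADH fluorescence loss reporting ADP formed by the decarboxylase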
Spn PMK inh: blocks S. pneumoniae phosphomevalonate kinase; purified PMK, PK/LDH-coupled NADH absorbance 340 nm; hit rate 0.49% among 65,000; AID 539; inhibition, % at 10 µM;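 active = top-ranked compounds by inhibition in the single 10 µM screen, taking a fixed number of the strongest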;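 also: 0% = full reaction with DMSO carrier and 100% = background rate without enzyme reaction; no value below 0 was filed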
HPDE-C7 viability: HPDE-C7 pancreatic duct cell viability loss – fluorescence, HTS (AID 430); cytotoxicity, % at 10 µM; hits with a dose series show EC50 in µM; hit rate 1.8% among 63,000; HPDE-C7 pancreatic duct cells viability, fluorescence; higher % means a stronger effect;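 also: cells exposed to compound for 48 hours before viability readout; 0% = vehicle and 100% = reference cytotoxic drug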
Bfl-1 inhibitors: displacement of Bid BH3 peptide from Bfl-1 – biochemical, fluorescence polarization, FITC-Bid, mouse, primary screen (AID 432) | hit rate 0.02% among 64,000 | FITC-Bid BH3 peptide fluorescence polarization displacement; higher % means a stronger effect | displacement, % at 20 µM, or IC50 in µM where a hit was titrated; in the data active = a potency from the dose series; inactive = the rest, 99 in 100 with displacement below about 15%; also: strong numbers were not always called active
LYP inhibition: inhibition of human PTPN22 tyrosine phosphatase – biochemical, DiFMUP fluorescence, recombinant catalytic domain, 10 µM, primary screen (AID 606); recombinant LYP catalytic domain, DiFMUP fluorescence; higher % means a stronger effect; inhibition, % at 10 µM, or IC50 in µM where a hit was titrated; 52,000 tested, under 10 active;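 active = IC50 under 40 µM in the dose-response test; inactive = IC50 of 40 µM or more, or never dose-tested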
Alkaline phosphatase: inhibition of tissue-nonspecific alkaline phosphatase – biochemical, luminescent (AID 518); one-dose inhibition, % at 20 µM; IC50 in µM for titrated hits; purified TNAP enzyme, luminescent substrate readout; higher % means a stronger effect; hit rate 0.09% among 64,000; in the data active = a potency from the dose series; inactive = the rest, 99 in 100 with inhibition below about 22%;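 also: plate controls were vehicle for no effect and reference inhibitor for full effect; many of its hits are not listed in these tables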
HT1080 viability: HT1080 cell viability loss – fluorescence readout (AID 620); HT1080 viability, fluorescence; higher % means a stronger effect; cytotoxicity, % at 10 µM, or EC50 in µM where a hit was titrated; hit rate 0.42% among 87,000;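 also: cells exposed to compound overnight then 4 h with Alamar Blue; 0% = vehicle DMSO and 100% = killing control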
Spn PMK inh pilot replicates: second read-out of Spn PMK inh, no call of its own (marks repeat the call); inhibition, %; measured here: pilot screen replicates
Spn MK inh pilot replicates: also measured in Spn MK inh; calls as there; inhibition, %; measured here: pilot screen replicates
DPM-DC inhibit pilot screen %: second read-out of DPM-DC inhibit, no call of its own (marks repeat the call); inhibition, %; measured here: pilot screen trials
* marks the source's active call; other numbers are inactive results; i = inactive; . = no result given. Rule as the data show it, unless noted: active = cytotoxicity above about 50%; inactive = the rest. Random draw from the library. About 3.4% of those tested had a hit in this group.

SMILES	HPDE-C7K KRASV12	Spn MK inh	DPM-DC inhibit	Spn PMK inh	HPDE-C7 viability	Bfl-1 inhibitors	LYP inhibition	Alkaline phosphatase	HT1080 viability	others
Cc1cc(C)nc(N2CCCC(C(=O)NCCc3ccc(F)cc3)C2)n1 (stereo not given)	-4%	8	i	14	-2%	-4%	.	8%	14%
Cc1ccc(OCc2nnc(NC(=O)c3ccco3)s2)c(C)c1	14%	8	i	2	7%	-10%	0%	18%	2%
CC(=O)c1cnc2nc(C)nn2c1C	-20%	3	i	8	-19%	-4%	.	0%	0%
CCOc1ccccc1Nc1nnc(SCC(=O)Nc2cc(C)on2)s1	-2%	0	i	1	6%	1%	7%	11%	2%
CC(=O)Nc1nc(C)c(Cc2ccccc2)c(=O)[nH]1	-13%	9	i	0	-6%	-4%	-4%	4%	-5%
CCn1c(=O)cc(SCC(=O)N2CCN(C(=O)c3ccco3)CC2)c2ccccc21	4%	0	i	11	21%	3%	11%	10%	6%
CCCCCn1c(S(=O)(=O)O)nc2ccccc21	-5%	0	i	16	-2%	4%	-4%	3%	16%
O=C(CSc1nc2ccccc2n1CC(=O)N1CCCC1)Nc1nccs1	-4%	0	i	15	-6%	4%	16%	16%	0%	Spn PMK inh pilot replicates=0.0;Spn MK inh pilot replicates=6.0;DPM-DC inhibit pilot screen %=2.5
Cc1cc(NC(=O)c2cccc(COc3ccc(Br)cc3)c2)no1	-4%	15	i	0	-21%	-5%	0%	6%	2%
CCOc1ccc(-c2nc(CSCC(=O)N3CCN(C(=O)c4ccco4)CC3)c(C)o2)cc1	4%	9	i	1	-11%	0%	-11%	6%	-5%
Cn1c(=O)n(CCN2CCOCC2)c(=O)c2c1nc1n2CCCN1c1ccccc1	-14%	6	i	7	-15%	-3%	2%	-2%	1%
CCOC(=O)Cc1nnc2c(Nc3ccccc3F)nc3nonc3n12	54%*	10	i	5	62%*	2%	-4%	16%	-2%	Spn PMK inh pilot replicates=3.5;Spn MK inh pilot replicates=0.0;DPM-DC inhibit pilot screen %=4.5
COC(=O)C1=C(NC(=O)c2cccc(OC)c2)CCS1	6%	0	i	16	5%	-2%	.	15%	.
CC1(C)CC(=O)C(CCC(=O)c2ccccc2)C(C)(C)N1 (stereo not given)	-5%	3	i	10	-14%	-4%	-1%	-14%	2%
Cc1ccc(C(NC(=O)N2CCOCC2)=C(Cl)Cl)cc1F	9%	4	i	4	1%	-1%	.	-2%	-4%
Cc1ccc(S(=O)(=O)/N=C(\CN2CCOCC2)N2CCCC2)cc1	4%	7	i	0	-7%	-2%	2%	6%	10%
O=C(CCCCn1c(=O)c2ccccc2n(CC(=O)NC2CCCC2)c1=O)NC1CCCC1	-14%	1	i	16	-16%	2%	.	2%	.
Cc1cccnc1NC(=O)C(C)Oc1ccccc1 (stereo not given)	-8%	4	i	3	-1%	-3%	2%	-2%	1%
O=C(c1cnn2c(C(F)F)cc(-c3ccccc3)nc12)N1CCSCC1	.	11	i	7	.	.	-7%	.	20%
c1ccc(CSc2nnc(-c3c[nH]c4ccccc34)o2)cc1	1%	4	i	16	-4%	5%	7%	13%	2%
Cc1c2c(n3c(nc4ccccc43)c1C#N)N(Cc1ccccn1)CC2	.	0	.	19	.	.	22%	.	-17%
COc1cccc(-c2cc(C(=O)NCCc3ccccc3)no2)c1	0%	6	i	21	-1%	1%	12%	10%	.
Cn1nnc2cc(C(=O)N3CCCCCC3)ccc21	20%	0	i	13	5%	-6%	-9%	22%	-1%	Spn PMK inh pilot replicates=3.5;Spn MK inh pilot replicates=0.0;DPM-DC inhibit pilot screen %=0.0
CSc1nc2ccc(S(=O)(=O)N3CCc4ccccc43)cc2s1	11%	5	i	0	22%	-3%	22%	5%	-4%
COc1ccc(C2C(C(C)=O)=C(O)C(=O)N2c2cccnc2)c(OC)c1 (stereo not given)	.	0	i	7	.	-5%	0%	12%	-7%
Cc1cc2ncn(C(=O)N3CCOCC3)c2cc1C	11%	9	i	8	-14%	-12%	0%	11%	-5%	Spn PMK inh pilot replicates=3.5;Spn MK inh pilot replicates=1.5;DPM-DC inhibit pilot screen %=0.0
CCN(CC)S(=O)(=O)c1cc(C(=O)Nc2ccncc2)ccc1Cl	-20%	0	i	8	-20%	2%	-10%	8%	-3%
CCOC(=O)CN1C(=O)C(CC)Oc2ccc(Cl)cc21 (stereo not given)	6%	0	i	9	3%	-7%	13%	7%	3%
O=C(NCc1ccc2[nH]c3c(c2c1)CCCC3)N1CCOCC1	6%	2	i	8	-7%	5%	5%	7%	-1%
COc1ccc(-c2nc(CS(=O)CC(=O)NCc3ccco3)c(C)o2)cc1 (stereo not given)	-24%	0	i	11	-15%	-2%	2%	-2%	-3%

Fetched by structure from the list above (2):
SMILES	HPDE-C7K KRASV12	Spn MK inh	DPM-DC inhibit	Spn PMK inh	HPDE-C7 viability	Bfl-1 inhibitors	LYP inhibition	Alkaline phosphatase	HT1080 viability	others
O=C(CCCCn1c(=O)c2ccccc2n(CC(=O)NC2CCCC2)c1=O)NC1CCCC1	-14%	1	i	16	-16%	2%	.	2%	.
CSc1nc2ccc(S(=O)(=O)N3CCc4ccccc43)cc2s1	11%	5	i	0	22%	-3%	22%	5%	-4%

(further entries)
SMILES	HPDE-C7K KRASV12	Spn MK inh	DPM-DC inhibit	Spn PMK inh	HPDE-C7 viability	Bfl-1 inhibitors	LYP inhibition	Alkaline phosphatase	HT1080 viability	others
Cc1cc(C)n2nc3nc(N4CCCC4)nc(-c4ccccc4)c3c2n1	-6%	0	i	16	-6%	4%	-2%	-2%	-8%
COc1cc(Cn2cnnn2)ccc1O	10%	8	i	11	0%	2%	14%	5%	8%
O=C(Nc1ccccc1)NC1CCN(Cc2nnnn2C2CCCCC2)CC1	-2%	6	i	5	-2%	-3%	10%	4%	-15%
Cc1ccc(NC(=O)CN(C)S(=O)(=O)c2cccc3nsnc23)cc1C	1%	0	i	14	-6%	5%	5%	5%	-8%
Cc1ccccc1CSc1nnc(-c2cccnc2)n1N	-9%	0	i	17	-16%	-4%	.	11%	-8%
c1ccc(CCNc2nc3ccccc3n3nnnc23)cc1	-6%	0	i	13	-17%	4%	15%	11%	2%
O=C1NCCCC1C(=O)N1CCN(C(c2ccccc2)c2ccccc2)CC1 (stereo not given)	-4%	5	i	13	-7%	-6%	.	0%	-7%
CCCn1c(CCC(=O)O)ccc1-c1ccc(F)cc1	2%	9	i	6	7%	-4%	4%	5%	3%
COC(=O)c1ccccc1NC(=O)c1ccccc1OC	3%	0	i	8	12%	-5%	14%	14%	-6%
CCN1CCN(c2ncc3c(n2)CC(c2cc(OC)c(OC)c(OC)c2)CC3=O)CC1 (stereo not given)	62%*	6	i	5	59%*	-3%	5%	5%	51%*
CCOC(=O)Cn1c(C)c(C#N)c2ccccc21	8%	0	i	3	10%	-4%	.	9%	-2%
O=C(Cc1ccc(Br)cc1)c1ccc(O)cc1O	16%	1	i	0	19%	-3%	1%	13%	-3%
CC1Cc2cc(C3(O)C(=O)c4ccccc4C3=O)ccc2N1 (stereo not given)	-1%	3	i	5	-10%	-4%	3%	18%	-8%
COc1ccc(-n2nc3cc(C)c(NC(=O)C(C)C)cc3n2)cc1	5%	3	.	8	4%	1%	.	2%	4%
CCN1CCCC1CNC(=O)c1ccc(N2CCCC2=O)cc1 (stereo not given)	-3%	2	i	19	-5%	-6%	.	10%	0%
COc1cccc(C(=O)N(CN2CCCC2=O)c2cccc(Cl)c2)c1	-17%	2	i	2	-13%	0%	-4%	-1%	8%
O=C1CCc2cc(S(=O)(=O)NC(Cc3ccccc3)C(=O)NC3CCCC3)ccc2N1 (stereo not given)	-5%	2	i	9	-9%	-1%	.	2%	.
CC(C)CC(NC(=O)C1CCC(C)CC1)C(=O)Nc1ccccn1 (stereo not given)	-20%	4	i	0	-24%	-6%	0%	3%	0%
CN(C)c1ccc(CN2CCCCCC2)cc1	.	3	i	14	.	0%	.	8%	-2%
COc1ccc(-c2nnn(CCc3nn[nH]n3)n2)cc1OC	9%	0	i	7	3%	-4%	-5%	14%	0%	Spn PMK inh pilot replicates=0.0;Spn MK inh pilot replicates=0.0;DPM-DC inhibit pilot screen %=1.5
CC1=Nn2c(nnc2-c2ccccc2Cl)SC1	-33%	7	i	13	-23%	-3%	13%	5%	1%
C/C(Cl)=C/CSc1nc2c(c(=O)[nH]c(=O)n2C)n1C(C)C	8%	4	i	3	-5%	1%	5%	3%	-7%
O=C(O)C(CCCCN1C(=O)C2C3C=CC(C3)C2C1=O)N1C(=O)C2C3C=CC(C3)C2C1=O (stereo not given)	7%	12	i	2	5%	-8%	-3%	5%	4%
O=C1COc2ccc(C(=O)CSc3nnc(-c4cccs4)n3Cc3ccccc3)cc2N1	-1%	8	i	13	-3%	-5%	.	13%	-9%
CCc1ccc(S(=O)(=O)NC(CC(=O)O)c2ccccc2)cc1 (stereo not given)	.	8	i	4	.	1%	13%	4%	-1%
CCOC(=O)C1CCN(C(=O)CN(c2cccc(OC)c2)S(=O)(=O)c2ccccc2)CC1	-18%	12	i	11	-9%	-2%	-3%	2%	-12%
CC(C)(C)C1CCc2c(sc(NC(=O)c3cc(C4CC4)on3)c2C#N)C1 (stereo not given)	22%	7	i	3	30%	0%	10%	23%	-5%
Clc1ccc(-c2nn3c(Cn4cnc5ccccc54)nnc3s2)c(Cl)c1	-24%	3	i	9	-6%	0%	.	-1%	.
COc1cc(C#CC#CCN2CCCCC2)ccc1O	-3%	1	i	0	1%	-11%	0%	6%	5%
CCS(=O)(=O)N1CCC(C(=O)NCCCN2CCCCCC2)CC1	5%	0	i	12	-1%	-1%	4%	7%	-2%
Cn1c(CC(=O)Nc2ccccc2)nnc1SCCOc1ccccc1	-1%	11	i	4	-3%	-4%	2%	10%	-1%
CCOC(=O)C1CCCN(Cc2ccccc2OCC)C1 (stereo not given)	11%	41*	i	0	5%	-3%	2%	12%	9%
COc1ccccc1NC(=O)N(Cc1ccco1)Cc1cc2ccc(C)c(C)c2[nH]c1=O	64%*	2	i	5	73%*	0%	1%	22%	58%*
COc1ccc(C(C(=O)OCCN(C)C)c2ccccc2)cc1 (stereo not given)	-2%	8	i	11	1%	-12%	-18%	10%	6%
O=C(Oc1ccc(OC(=O)N2CCOCC2)cc1)c1ccccc1	4%	2	i	0	5%	-5%	4%	3%	-6%
CC1=C(C(=O)OCc2ccccc2)C(c2ccoc2)C(C#N)=C(N)O1 (stereo not given)	-16%	2	i	3	-20%	-4%	.	5%	3%
Cc1cccnc1N(C(=O)Nc1ccccc1)C1=NCC(C)(C)S1	-6%	6	i	0	-4%	-6%	14%	13%	-3%

Entries from the list above that have bromine (two):
SMILES	HPDE-C7K KRASV12	Spn MK inh	DPM-DC inhibit	Spn PMK inh	HPDE-C7 viability	Bfl-1 inhibitors	LYP inhibition	Alkaline phosphatase	HT1080 viability	others
Cc1cc(NC(=O)c2cccc(COc3ccc(Br)cc3)c2)no1	-4%	15	i	0	-21%	-5%	0%	6%	2%
O=C(Cc1ccc(Br)cc1)c1ccc(O)cc1O	16%	1	i	0	19%	-3%	1%	13%	-3%
